CBFb-RUNX1 inh: qHTS Assay for Compounds Blocking the Interaction Between CBF-beta and RUNX1 for the Treatment of Acute Myeloid Leukemia | Runt-related transcription factor 1 (Homo sapiens) + Core-binding factor subunit beta … | AlphaScreen CBFb-His/RUNX1-biotin binding, biochemical | Potency, µM (series often up to 59.8 µM), for inactives: top-dose activity, negative = inhibition, usual class: inhibitors | 230,000 tested, under 10 active | AID 1477, 2009; also: % of control where 0% means no effect
Target sequence (Q01196 whole entry, looked up): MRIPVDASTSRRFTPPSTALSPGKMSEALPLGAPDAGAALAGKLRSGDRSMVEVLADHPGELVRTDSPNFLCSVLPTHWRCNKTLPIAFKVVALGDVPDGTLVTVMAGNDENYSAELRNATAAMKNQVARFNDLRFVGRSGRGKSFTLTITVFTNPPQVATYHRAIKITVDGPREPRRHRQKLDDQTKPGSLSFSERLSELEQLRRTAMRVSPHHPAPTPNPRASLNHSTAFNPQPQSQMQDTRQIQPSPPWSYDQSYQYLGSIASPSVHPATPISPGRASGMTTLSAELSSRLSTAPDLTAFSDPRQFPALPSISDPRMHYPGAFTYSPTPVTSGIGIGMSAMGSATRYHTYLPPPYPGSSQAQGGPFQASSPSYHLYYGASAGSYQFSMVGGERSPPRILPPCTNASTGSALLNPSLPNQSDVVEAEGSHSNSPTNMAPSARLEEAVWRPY
Target sequence (Q13951 whole entry, looked up): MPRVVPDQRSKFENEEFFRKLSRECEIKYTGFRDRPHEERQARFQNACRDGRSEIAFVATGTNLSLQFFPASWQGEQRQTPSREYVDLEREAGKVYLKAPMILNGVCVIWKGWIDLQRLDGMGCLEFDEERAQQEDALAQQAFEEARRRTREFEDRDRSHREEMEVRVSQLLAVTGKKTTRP
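AlphaScreen binding: CBFb-His and RUNX1-biotin (30 nM each) preincubated 20 min, compound added for 15 min, then nickel and streptavidin beads for 90 min, all at room temperature. Disruption of the interaction by any mechanism counts as activity.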
aGlu spleen mod: qHTS Assay for Inhibitors and Activators of Human alpha-Glucosidase From Spleen Homogenate. Lysosomal alpha-glucosidase (Homo sapiens), P10253. human spleen homogenate, 4-MU-alpha-glucoside fluorescence. Potency, µM (titrated, usually from 79.9 µM), for the others: at the top dose activity change, negative = inhibition, usual class: inhibitors. 240,000 tested, 0.006% active. AID 2112, 2009;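 also: potency is read from the fitted curve at half-maximal effect; 0% = enzyme with vehicle and -100% = no enzyme basal signal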
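Compounds were titrated against alpha-glucosidase in spleen homogenate at pH 5.0, with 1 mM 4-methylumbelliferyl substrate for 40 min at 37 C. Reactions were quenched with pH 10 NaOH/glycine and fluorescence measured.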
GAA inhib: qHTS Assay for Inhibitors of Human alpha-Glucosidase as a Potential Chaperone Treatment of Pompe Disease. Lysosomal alpha-glucosidase (Homo sapiens), P10253. purified human GAA, 4-MU-alpha-glucoside fluorescence. Potency, µM (doses to about 76.9 µM), without a hit: top-dose activity change, negative = inhibition, most hits filed as inhibitors. 200,000 tested, 0.005% active. AID 1466, 2008;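 also: potency is read from the fitted curve at half-maximal effect; plate controls were uninhibited enzyme wells for no effect and no-enzyme background for full effect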
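AC50 values come from Hill fits of compound titrations (up to 77 uM) against 4 nM human enzyme. Substrate 4-methylumbelliferyl-alpha-D-pyranoside at 400 uM, pH 5.0 citrate buffer, 20 min room temperature; fluorescence Ex 365/Em 440 after alkaline stop.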
HttQ103 aggreg: qHTS Multiplex Assay to Identify Dual Action Probes in a Cell Model of Huntington: Aggregate Formation (GFP). PC12 HttQ103-GFP aggregates, Acumen cytometry, 40 h. Potency, µM (highest dose often 46.1 µM), for inactives: at the top dose activity change, negative = inhibition, actives largely listed as inhibitors. 220,000 tested, 1.1% active. AID 1688, 2009; also: potency is read from the fitted curve at half-maximal effect; % is scaled to controls: 0 for no effect and ±100 for the full control effect; nearly all actives have a fitted effect of over 60% in size
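Aggregate formation scored by laser-scanning cytometer (488 excitation, 500–530 emission) in lysed PC12 cells expressing Q103-GFP after 100 nM tebufenozide induction; library tested in dose series, with ATPLite reagent added in the multiplex.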
Lamin A splicing: qHTS Assay for Modulators of Lamin A Splicing. HeLa LMNA splicing GFP/RFP minigene ratio, 48 h. Potency, µM (highest dose often 46.1 µM), for inactives: at the highest dose ratio change, negative = inhibition, hits mostly inhibitors. 200,000 tested, 0.01% active; active = well fitted inhibition curve with a large enough effect in the signal ratio, with a control signal flat, not every such curve was filed as active; inconclusive = small, poorly fitted or top-dose-only effect, or effect the other way, or a change in a side signal; the % refers to the signal ratio; also: potency is read from the fitted curve at half-maximal effect; % is scaled to controls: 0 for no effect and ±100 for the full control effect
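S3 HeLa cells stably expressing lamin A-EGFP splicing minigene plus DsRed2, 600 cells/well, 48 h compound exposure at 37C. Laser-scanning cytometry; analysed as GFP (500-530 nm)/RFP (575-640 nm) total intensity ratio; 0.5% DMSO vehicle.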
HTT ATP protect: qHTS Multiplex Assay to Identify Dual Action Probes in a Cell Model of Huntington: Cytoprotection (ATP); Potency, µM (doses to about 56.4 µM), without a hit: cytoprotection (ATP increase), hits mostly activators; 230,000 tested, 0.14% active; PC12 HTT-Q103 induced, cytoprotection, ATP luminescence, 40 h;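 also: potency is read from the fitted curve at half-maximal effect; % of control where 0% means no effect; nearly all actives have a fitted effect of over 45% in size; toxic huntingtin expression switched on by the ecdysone agonist tebufenozide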
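Huntington model: PC12 line, ecdysone-inducible HTTQ103 exon1–GFP, tebufenozide 100 nM. Test articles in a dose series. Endpoint luminescence from cellular ATP.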
GAA glycogen mod: qHTS Assay for Inhibitors and Activators of Human alpha-Glucosidase Cleavage of Glycogen; recombinant GAA, glycogen substrate, Amplex Red glucose oxidase fluorescence; Potency, µM (series often up to 76.4 µM), for the others: top-dose activity change, negative = inhibition, usual class: inhibitors; 300,000 tested, 0.38% active; AID 2100, 2009;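 also: potency is read from the fitted curve at half-maximal effect; 0% = full enzyme reaction and -100% = no-enzyme basal signal; the screen sought inhibitors and activators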
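Recombinant human enzyme (4 nM); glycogen substrate; 37 C, 40 min, pH 5.0. Readout: coupled glucose oxidase/Amplex Red fluorescence.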
Active calls of the source: *; ? = inconclusive; . = no result given; & = joins results of further samples; [ ] = remark or other dose. Unless noted, calls follow the shape of the dose curve; as a rule, active = well fitted curve in the direction sought with a large enough effect; inconclusive = small, poorly fitted or top-dose-only effect, or another doubt; inactive = no such curve, though single readings can be large; an effect the other way counts as inactive or inconclusive.

SMILES	CBFb-RUNX1 inh	aGlu spleen mod	GAA inhib	HttQ103 aggreg	Lamin A splicing	HTT ATP protect	GAA glycogen mod
COc1cccc(C2NC(c3cccc(OC)c3O)C(C)C(=O)C2C)c1O (centres undefined)	-2.2%	-5.3%	?	-19.0%	4.9%	-5.2%	?
CCOc1ccc2nc(NC(=O)C3CCCN(S(=O)(=O)c4c(C)noc4C)C3)sc2c1 (centres undefined)	16.0%	-2.2%	.	-7.2%[9.22 µM]	.	-21.3%	2.9%
CCCCn1c2c(c(=N)c3ccccc31)CCC2	7.2%	-3.4%	.	5.9%[9.22 µM]	.	-33.8%[10 µM]	0.2%
O=C(Nc1nccs1)c1cc2c(s1)CCCCC2	-1.6%	5.9%	2.4%	12.6µM*	-13.9%	-69.2%[inhibitor][10 µM]	11.1%
Cc1sc(-c2ccncc2)nc1OC(=O)c1ccc(Cl)cc1	3.8%	-0.9%	6.2%	20.2%	-3.7%	28.7%	2.0%
CC(C)(C)c1ccc(S(=O)(=O)Nc2cccc(C3OCCCO3)c2)cc1	18.4%	-18.9%	-7.3%	-17.9%	?	32.2%[10 µM]	-1.4%
COCCNC(=O)C(OC(=O)CC1Sc2ccccc2NC1=O)c1ccncc1 (centres undefined)	-0.1%	-2.3%	0.6%	-6.9%[9.22 µM]	8.0%	-6.4%[10 µM]	6.1%
CCC(Oc1cc(Cl)ccc1Cl)C(=O)NNC(=O)CCC(=O)O (centres undefined)	7.8%	5.9%	?	0.5%	5.5%	11.6%[10 µM]	4.6%
Cc1ccc(Cc2c(C)c(C#N)c3[nH]c4ccccc4n3c2=O)cc1	5.1%	4.2%	?	-11.9%[9.22 µM]	.	2.9%[10 µM]	13.8%
c1ccc(-c2noc(-c3cccnc3)n2)nc1	13.7%	1.2%	5.8%	-3.2%	3.3%	-18.6%[10 µM]	-1.8%
Cc1cc(C(=O)NCCc2ccccc2)ccc1[N+](=O)[O-]	3.8%	-3.9%	-28.3%	-0.6%	-0.8%	4.9%[10 µM]	5.6%
C/C=C(\C)C(=O)OC1[C@@H]2C=C3C4CC(=O)OC(c5ccoc5)[C@]4(C)CCC3[C@@](C)(C2=O)C(C(O)C(=O)OC)C1(C)C (some centres undefined)	14.5%	-0.2%	.	.	.	-46.1%[inhibitor]	.
Cc1cc(=O)cc(C)n1-c1ccc(F)cc1F	0.2%	-10.1%	3.0%	7.5%	1.9%[46 µM]	-0.7%[10 µM]	2.7%
CCN(CC)C(=O)C1CCCN(Cc2ccccc2C(F)(F)F)C1 (centres undefined)	17.4%	3.5%	-11.0%	8.7%	-3.9%	17.6%[10 µM]	5.8%
COCC(=O)Nc1nc(-c2ccccc2)c(C)s1	0.1%	0.6%	4.9%	-8.1%	21.1%	-3.6%	-4.8%
Cc1ccc(S(=O)(=O)N(CC(=O)N2CCC(C(N)=O)CC2)Cc2ccc(F)cc2)cc1	1.6%	-4.1%	-7.8%	-0.9%	-2.5%	-21.0%	3.6%
COC(=O)c1c(NC(C)=O)sc(C(=O)Nc2ccccc2F)c1C	-0.6%	5.1%	5.2%	21.8%[9.22 µM]	.	38.1%[10 µM]	-9.7%
CCCOc1ccc(Br)cc1-c1cc(-c2ccc(Cl)cc2)[nH]c1-c1ccncc1	15.5%	0.3%	.	.	.	1.7%	.
CC1(C)Oc2ccc3ccc(=O)oc3c2/C(=C/Nc2ccccc2)C1=O	-5.0%	2.7%	-0.4%	5.3%[1.84 µM]	-4.9%	-6.1%	-4.7%
O=C(Nc1ccccc1C(F)(F)F)N1CCCCCC1	5.6%	-4.3%	-5.6%	1.7%	4.5%	5.5%	-1.6%
O=C(/C=C/c1ccccc1)Nc1ccc(CN2CCOCC2)cc1	1.2%	-2.9%	1.2%	8.9%	-9.2%	0.2%[1.9 µM]	12.9%
COc1cccc(C(=O)N2c3ccccc3Sc3ccccc32)c1	-3.8%	-2.3%	1.5%	1.2%	-16.9%	-11.3%[1.9 µM]	0.5%
CC(C)C(NC(=O)OCc1ccccc1)C(=O)O (centres undefined)	4.6%	-11.0%	4.3%	0.3%	18.7%[0.0737 µM]	-5.2%	3.6%
COc1ccc(-c2nc3cnc(N4CCN(C)CC4)nc3n(-c3ccc(OC)cc3)c2=O)cc1	.	-10.2%	.	.	17.9%	-12.1%	.

Four structures out of the list, sorted by count of non-hydrogen atoms, highest first:
SMILES	CBFb-RUNX1 inh	aGlu spleen mod	GAA inhib	HttQ103 aggreg	Lamin A splicing	HTT ATP protect	GAA glycogen mod
CCCOc1ccc(Br)cc1-c1cc(-c2ccc(Cl)cc2)[nH]c1-c1ccncc1	15.5%	0.3%	.	.	.	1.7%	.
CC1(C)Oc2ccc3ccc(=O)oc3c2/C(=C/Nc2ccccc2)C1=O	-5.0%	2.7%	-0.4%	5.3%[1.84 µM]	-4.9%	-6.1%	-4.7%
O=C(/C=C/c1ccccc1)Nc1ccc(CN2CCOCC2)cc1	1.2%	-2.9%	1.2%	8.9%	-9.2%	0.2%[1.9 µM]	12.9%
CC(C)C(NC(=O)OCc1ccccc1)C(=O)O (centres undefined)	4.6%	-11.0%	4.3%	0.3%	18.7%[0.0737 µM]	-5.2%	3.6%

More entries:
SMILES	CBFb-RUNX1 inh	aGlu spleen mod	GAA inhib	HttQ103 aggreg	Lamin A splicing	HTT ATP protect	GAA glycogen mod
C/C(=N/NC(=O)CCC(=O)Nc1cccc(Cl)c1)c1ccc(C)cc1	16.0%	-4.5%	-0.8%	-10.5%	3.6%	.	-6.3%
O=C(O)CCC(=O)Nc1ccc(C(=O)OCC(=O)c2ccc(Cl)cc2)cc1	1.3%	-1.2%	-1.0%	-7.3%[9.22 µM]	.	-9.2%[10 µM]	13.5%
Cc1ccc[n+](CC(=O)Nc2nc3ccccc3s2)c1	-0.1%	0.3%	7.7%	.	.	.	8.6%
O=C(O)CCn1c(-c2ccccc2)cc2ccccc21	-7.5%	-1.5%	?	6.1%[9.22 µM]	.	22.4%[10 µM]	0.5%
c1ccc(C[n+]2cccc(-c3ccccc3)c2)cc1	8.0%	1.4%	2.8%	1.4%	?	.	-2.7%
Cc1[nH]oc(=O)c1N=Nc1ccccc1	0.3%	-1.0%	-3.1%	25.9%	?	.	-3.2%
Cc1ccc(C(=O)NS(=O)(=O)c2ccc(N=NN(C)C)cc2)cc1	1.5%	-2.0%	-4.5%	.	.	.	0.1%
C=CCn1c(CNc2ccc(C)cc2)nnc1SCC(=O)N/N=C/c1ccc(O)cc1O	-23.3%	-1.9%	-4.5%	?	?	-31.5%	-15.9%
Cc1ccc(C)c2[nH]c(=O)c(CCNC(=O)c3ccc4c(c3)OCO4)cc12	4.6%	-4.5%	-1.8%	-9.7%	9.4%	-11.3%[1.9 µM]	3.1%
COc1ccc2c(C)cc(=S)[nH]c2c1	-0.2%	-15.9%	-8.3%	-2.2%	-3.3%[46 µM]	13.2%	-8.2%
O=C(CCc1n[nH]c(=O)[nH]c1=O)N/N=C/c1ccco1	?	7.7%	-6.5%	14.1%	.	.	-15.6%
Cc1nc2cc(NC(=O)C3COc4ccccc4O3)ccc2s1 (centres undefined)	3.6%	-2.8%	-5.8%	1.4%[9.22 µM]	.	13.0%[10 µM]	4.9%
O=C(CN1CCCCCC1)Nc1ccccc1	-9.8%	5.6%	7.0%	4.7%	7.1%[46 µM]	-15.9%	8.2%
CCOC(=O)c1cc(-c2ccc(N3CCOCC3)cc2)nn1-c1ccccc1C(=O)O	24.6%	-9.3%	-5.6%	-1.5%[9.22 µM]	-1.5%[46 µM]	1.8%[10 µM]	8.9%
Cc1cc(C(=O)C(=O)N(C)C)c(C)n1-c1ccc(Cl)cc1	-20.2%	.	-4.1%	3.8%	7.3%[9.22 µM]	-34.8%[inhibitor]	3.5%
Fc1ccc(C2N(c3ccccc3)C(=S)N3CCCN23)cc1 (centres undefined)	5.5%	-2.9%	.	27.5%[9.22 µM]	.	12.9%[10 µM]	?
COC(=O)c1cc(Cl)cc(Cl)c1OS(=O)(=O)N(C)C	-1.5%	3.2%	-2.5%	21.0%	-7.0%[46 µM]	-29.2%	-0.6%
CNC[C@H](O)c1ccc(O)c(O)c1	?	-2.0%&-1.3%&-5.0%&-5.7%&1.5%&6.5%	-3.0%[15.4 µM]	4.8%&-6.6%	?	-58.9%[inhibitor]	?
Cc1cc(C)c(S(=O)(=O)N(CC(=O)N2CCCC2)C2CCCCC2)c(C)c1	-4.6%	-8.1%	9.3%	-3.7%	?	-27.6%	-2.7%
COc1ccc(NC(=O)CSc2nc3[nH]ncc3c(=O)n2-c2ccccc2C)cc1OC	3.0%	1.6%	-4.6%	?	?	.	5.4%
Clc1ccc(Sc2ccc(/C=N/n3cnnc3)o2)cc1	0.4%	-2.4%	4.1%	7.8%	6.4%	-2.4%	-6.7%
CC(=O)c1c(N)c(C#N)c(C)n1-c1ccc(Br)cc1	-3.8%	1.0%	-4.2%	-12.8%	9.2%	6.9%	-3.4%
CNc1nc(N)nc(-c2cc(Cl)ccc2OC)n1	6.1%	-3.9%	12.0%	-1.4%[9.22 µM]	23.4%[46 µM]	-11.9%[10 µM]	4.6%
O=S1(=O)CCN2C=Nc3sc4c(c3C2=N1)CCCC4	-8.5%	4.9%	3.8%	-12.1%	-21.6%	-3.4%[10 µM]	?
Cc1csc(SCC(=O)NCc2ccc3c(c2)OCO3)n1	18.6%	-11.2%	.	-12.4%[9.22 µM]	.	-6.2%[10 µM]	2.8%
CC1(C)Cc2c(sc3c2c(=N)n(Cc2ccco2)c(=O)n3Cc2ccc(F)cc2)CO1	-8.4%	-5.7%	-13.8%	?	?	-6.3%	0.4%
CC1(C(=O)N(c2ccccc2)C(C(=O)NC2CCCC2)c2ccccn2)CC(=O)N=C2C=CC=CN21 (centres undefined)	6.2%	19.0%	?	6.2%	1.7%	-12.5%	-6.7%

Screening results: PubChem BioAssay, National Center for Advancing Translational Sciences (NCATS)
